All columns: NCI-60 one-dose screen, growth in % after 48 h at 10 µM unless noted; 100 = growth as untreated, 0 = no growth, -100 = all killed.
UO-31 – UO-31 renal cancer; 5.2% of 81,000 active; AID 1794768
DU-145 – DU-145 prostate cancer. 4.2% of 81,000 active
SF-539 – SF-539 CNS cancer. 6.8% of 81,000 active
786-0 – 786-0 renal cancer cells. AID 1794775. 5.1% of 81,000 active
SF-268 – SF-268 CNS cancer cells | 3.1% of 82,000 active | AID 1794759
SF-295 – SF-295 CNS cancer cells; 5.6% of 79,000 active
PC-3 – PC-3 prostate cancer cells; 3.9% of 80,000 active; AID 1794754
SN12C – SN12C renal cancer cells; 3.8% of 81,000 active; AID 1794767
U251 – U251 CNS tumor cells. 5.4% of 80,000 active. AID 1794753
* = called active by the depositor; x = not tested or not shown; & = joins results of further samples. Rule for the calls: active = growth percent below 10; inactive = the rest. Outcome played no part in choosing rows; about 9.4% have a hit in one of these screens.

SMILES | UO-31 | DU-145 | SF-539 | 786-0 | SF-268 | SF-295 | PC-3 | SN12C | U251
COC(=O)c1cc(=O)nc(NN=C2c3ccccc3-c3ccccc32)s1 | 49 | 91 | 78 | 71 | 77 | x | 59 | 55 | 56
N#Cc1c(-c2ccccc2)nc(SCC(O)CN2CCOCC2)nc1N1CCOCC1 (stereo unspecified) | 42 | 62 | 57 | 38 | 62 | 44 | 57 | 58 | 81
CC(C)(C)c1ccc(NCc2cn(-c3ccc(C(=O)O)cc3)nc2-c2ccc(C(=O)O)cc2)cc1 | 91 | 111 | 93 | 103 | 97 | 107 | 107 | 101 | 97
O=C(NNC(=S)NC1CC1)c1cc2ccc1CCc1ccc(cc1)CC2 | 85 | 104 | 100 | 102 | 99 | 105 | 89 | 100 | 98
Cc1cc(C#Cc2ccc(C(C)(C)C)cc2)ccc1-n1c(/C=C/c2ccc3ccccc3c2)nc2ccccc2c1=O | 80 | 109 | 112 | 109 | 107 | 105 | 81 | 99 | 102
O=C1S/C(=C\c2ccc(F)cc2)C(=O)N1Cc1cc2ccccc2nc1Cl | 96 | 118 | 102 | 107 | 125 | 103 | 95 | 104 | 105
CC(C)Cn1cnc2c(SCc3ccccc3Cl)nc(N)nc21 | 85 | 103 | 83 | 92 | 79 | 77 | 56 | 88 | 46
CCN(CC)C(=O)O/N=C/c1ccccc1 | 93 | 96 | 95 | 94 | 99 | 114 | 95 | 103 | 87
CNCCNc1nc2ccccc2c2c(=O)c3cc(OC)ccc3sc12 | 41 | -26* | 60 | 11 | 39 | 87 | 14 | 66 | -20*
CC(=O)/C(=C/c1ccccc1)C(=O)CC(C)C | 83 | 93 | 109 | 96 | 95 | 102 | 84 | 108 | 64
O=[N+]([O-])c1ccc(/C=C(/C2=NCCN2)n2cnc3ccccc32)cc1 | 91 | 104 | 96 | 100 | 95 | 98 | 94 | 92 | 108
CCOc1ccccc1F | 91 | 113 | 107 | 97 | 104 | 102 | 90 | 111 | 105
CNc1nc(NC)nc(NC)n1 | 92 | 139 | 109 | 110 | 120 | 116 | 95 | 111 | 98
COc1ccc(-c2c(-c3cc(OC)c(OC)c(OC)c3)nc3sc(C4CC4)nn23)cc1OC | 33 | 82 | 54 | 45 | 80 | 63 | 72 | 68 | 69
Cc1ccc(/C=C(/C2=NCCN2)n2cnc3ccccc32)cc1 | 89 | 101 | 99 | 94 | 93 | 99 | 88 | 95 | 101
Cc1oc2ncnc(Nc3cccc(F)c3)c2c1C(=O)O | 93 | 107 | 93 | 92 | 96 | 99 | 108 | 90 | 106
O=c1[nH]c(=S)[nH]n1C(=S)n1[nH]c(=S)[nH]c1=O | 81 | 110 | 110 | 106 | 103 | 98 | 83 | 101 | 94
O=c1c2ccccc2[nH]c2ccc(Cl)cc12 | 64 | 117 | 97 | 94 | 115 | x | 85 | 87 | 98
CC(=O)NNC(=S)/N=C/c1c(C)[nH]n(-c2ccccc2)c1=O | 85 | 112 | 115 | 107 | 99 | 112 | 83 | 100 | 90
COc1cc(OC)c(/C=C\C(=O)c2ccccc2O)c(OC)c1 | 89 | 82 | 106 | 95 | 94 | 101 | 85 | 88 | 86
C=C(C)CNC(=O)C1CC(C)=CC(C)C1C (stereo unspecified) | 87 | 107 | 94 | 102 | 98 | 99 | 90 | 97 | 103
O=C1Nc2cc(Cl)ccc2/C1=C/c1cccc(OCc2ccc(Br)cc2F)c1 | x | 4.4* | -6.1* | 18 | 10.0* | 5.1* | 19 | 18 | -1.1*
Nc1ccccc1-n1nc2ccc3ccccc3c2n1 | 47 | 111 | 98 | 102 | x | 102 | 71 | 88 | 90
O=c1[nH]cc(CCCO)c(=O)[nH]1 | 73 | 90 | 107 | 99 | 102 | 99 | 105 | 97 | x
COc1ccccc1NC1=C(N2CCCCC2)C(=O)c2ccccc2C1=O | 75 | 105 | 94 | 87 | 89 | 67 | 33 | 85 | 84
CCOC(=O)C(N=Nc1ccc(S(=O)(=O)N=C(N)N)cc1)C(=O)OCC | 86 | 105 | 96 | 103 | 106 | 101 | 104 | 102 | 105
COC(=O)[C@@H]1CCCN1C(=O)[C@@H]1CCCN1C(=O)[C@@H](Cc1c[nH]c2ccccc12)NC(=S)Nc1cc(C(F)(F)F)cc(C(F)(F)F)c1 | 41 | 80 | 89 | 70 | 58 | x | 43 | 66 | x
O=c1[nH]c2ccccc2c2cc3ccccc3cc12 | 63 | 107 | 110 | 104 | 103 | 94 | 87 | 100 | x
O=c1[nH]cnc2c(-c3nc4ccccc4s3)c(Nc3ccccc3)sc12 | 77 | 101 | 105 | 105 | 97 | 102 | 81 | 90 | 96
O=c1c2ccccc2c2c3c1cccc3c1cccc3c(=O)c4ccccc4c2c31 | 91 | 107 | 99 | 103 | 78 | 95 | 103 | 96 | 77
O=C(O)c1ccc(-c2nn(-c3ccc(C(=O)O)cc3)cc2/C=N/Nc2ccc(F)cc2F)cc1 | 85 | 112 | 95 | 104 | 94 | 102 | 88 | 107 | 98
COc1ccc(-c2cc(-c3ccccn3)[nH]c(=O)c2C#N)cc1 | 50 | 105 | 90 | 99 | 99 | 102 | 93 | 94 | 100
NCC1CC1 | 98 | 100 | 96 | 104 | 100 | 96 | 104 | 107 | 116
Cc1ccc(O)cc1 | 91&89 | 112&114 | 101&103 | 106&102 | 105&109 | 102&101 | 99&95 | 104&95 | 95&99
CCN(CC)c1ccc2cc(C(Nc3ccc(F)c(Cl)c3)c3nnnn3C(C)(C)C)c(=O)oc2c1 (stereo unspecified) | 80 | 104 | 98 | 101 | 87 | 100 | 74 | 95 | 85
COc1ccc(C(=O)/C=C/c2cc(OC)c(OC)c(OC)c2)cc1S(=O)(=O)NNC(=O)c1ccncc1 | 85 | 101 | 95 | 106 | 81 | 103 | 96 | 92 | 68
CC/C(C)=C(\C)C(=O)O | 78 | 104 | 104 | 98 | 105 | 95 | 104 | 111 | 105
CCOP(=O)(OCC)OC[C@]12CCC(C)(C)C=C1[C@H]1CC[C@@H]3[C@@]4(C)CC[C@H](OP(=O)(OCC)OCC)C(C)(C)[C@@H]4CC[C@@]3(C)[C@]1(C)CC2 | -61* | -70* | -84* | -60* | -60* | -66* | 0.1* | -71* | -85*
CN(Nc1cccc(Cl)c1)c1cccc(Cl)c1 | 40 | 101 | 86 | 84 | 93 | 113 | 93 | 88 | 91
Cc1c(O)c(=O)ccn1-c1ccc2sc(N)nc2c1 | 84 | 111 | 100 | 96 | 97 | 100 | 95 | 97 | 95
CCOC(=O)/C(=C\c1ccc(C)cc1)C(C)=O | 88 | 114 | 102 | 101 | 109 | 93 | 99 | 102 | 91
CCOC(=O)/C=C/C(=O)Nc1ccc(C(=O)O)c(O)c1 | 61 | 114 | 103 | 108 | 103 | 104 | 97 | 101 | 109
Clc1ccc2[nH]cc(-c3nn4cc(-c5ccncc5)nc4s3)c2c1 | 40 | 53 | 26 | 70 | 39 | 71 | 9.4* | 34 | 52
CCOc1ccc(C(C[N+](=O)[O-])Sc2ccccc2N)cc1 (stereo unspecified) | -63* | -20* | -45* | -63* | 120 | 40 | 11 | 65 | 9.8*
O=C(SCc1ccccc1)c1ccccc1 | 84 | 107 | 105 | 99 | 109 | 103 | 95 | 105 | 101
COc1ccc(C2=C/C(=C/c3ccc(Cl)cc3)C(=O)N2Cc2ccccc2)cc1 | 96 | 109 | 98 | 95 | 103 | 105 | 79 | 97 | 91
CCOc1ccc(C2N(C)c3ccccc3N2C)cc1 | 89 | 83 | 88 | 75 | 77 | 104 | 80 | 81 | 73
CCOC(=O)C(CCC(C)C)C(=O)OCC | 85 | 107 | 107 | 113 | 93 | 102 | 107 | 109 | 101
C/C(=N\Nc1ncc(-c2ccc3occc3c2)s1)c1cc2ccccc2o1 | 75 | 108 | 103 | 93 | 98 | 97 | 77 | 97 | 83
CCCCC(=O)Nc1cccc(NC(=O)c2cccc(F)c2)c1 | 79 | 108 | 101 | 98 | 103 | 93 | 91 | 100 | 104
O=[N+]([O-])c1cnc2ccccc2c1N[C@@H](CO)c1ccccc1 | 74 | 103 | 93 | 96 | 96 | 90 | 84 | 96 | 100
CCN(CCCNC(=O)Cc1cc(=O)oc2cc(N(C)C)ccc12)CCNc1ccnc2cc(Cl)ccc12 | 85 | 109 | 25 | 86 | 92 | 80 | 79 | x | 59
C#CCOc1ccc(/C=N/Nc2nc(-c3cc4ccc(OC)cc4oc3=O)cs2)cc1 | 84 | 84 | 90 | 100 | 89 | 86 | 78 | 92 | 92
CCS(=O)(=O)c1ccc2c(c1)N1C(=NS(=O)(=O)c3cnccc31)O2 | 63 | 120 | 93 | 93 | 113 | 52 | x | 124 | 108
COc1ccc(NCc2ccc(CO)n2Cc2ccccc2)cc1 | 65 | 111 | 91 | 95 | 86 | 101 | 79 | 111 | 96
CC(=O)C1=C(O)C=C2Oc3c(C(=O)/C=C/c4cc(Cl)cc(Cl)c4)c(O)c(C)c(O)c3[C@]2(C)C1=O | -15* | -3.8* | x | -35* | -21* | -19* | -21* | -32* | -30*
C=C(C)[C@@H]1CC=C2c3sc(-c4ccc(O)c(O)c4)nc3C[C@@H](C)[C@]2(C)C1 | 46 | 90 | 43 | 92 | 99 | 104 | 59 | 88 | 62
CCN(CC)c1ccc(N=Nc2ccc(C)cc2)cc1 | 91 | x | 120 | 104 | x | 101 | 81 | x | x
CN=C1NC(C)(C)C2CCC(C)(CC2)S1 | 83 | 112 | 102 | 117 | 110 | x | 88 | 95 | 95
CCCC1OCC(CC)([N+](=O)[O-])CO1 (stereo unspecified) | 96 | 121 | 103 | 92 | 106 | 99 | 101 | 106 | 98

In a second layout: entries from further up
Compound	UO-31	DU-145	SF-539	786-0	SF-268	SF-295	PC-3	SN12C	U251
CCOC(=O)/C(=C\c1ccc(C)cc1)C(C)=O	88	114	102	101	109	93	99	102	91
CCOC(=O)/C=C/C(=O)Nc1ccc(C(=O)O)c(O)c1	61	114	103	108	103	104	97	101	109
Clc1ccc2[nH]cc(-c3nn4cc(-c5ccncc5)nc4s3)c2c1	40	53	26	70	39	71	9.4*	34	52
CCOc1ccc(C(C[N+](=O)[O-])Sc2ccccc2N)cc1 (stereo unspecified)	-63*	-20*	-45*	-63*	120	40	11	65	9.8*
O=C(SCc1ccccc1)c1ccccc1	84	107	105	99	109	103	95	105	101
COc1ccc(C2=C/C(=C/c3ccc(Cl)cc3)C(=O)N2Cc2ccccc2)cc1	96	109	98	95	103	105	79	97	91
CCOc1ccc(C2N(C)c3ccccc3N2C)cc1	89	83	88	75	77	104	80	81	73
CCOC(=O)C(CCC(C)C)C(=O)OCC	85	107	107	113	93	102	107	109	101
C/C(=N\Nc1ncc(-c2ccc3occc3c2)s1)c1cc2ccccc2o1	75	108	103	93	98	97	77	97	83
CCCCC(=O)Nc1cccc(NC(=O)c2cccc(F)c2)c1	79	108	101	98	103	93	91	100	104
O=[N+]([O-])c1cnc2ccccc2c1N[C@@H](CO)c1ccccc1	74	103	93	96	96	90	84	96	100

Later entries:
SMILES | UO-31 | DU-145 | SF-539 | 786-0 | SF-268 | SF-295 | PC-3 | SN12C | U251
N#Cc1c(-c2cccnc2)cc(-c2c[nH]c3ccccc23)[nH]c1=O | 73 | 103 | 89 | 91 | 101 | 93 | 89 | 89 | 95
CC1=C(SCCC(=O)OC(C[Se]c2ccccc2)C(=O)NC(C)(C)C)C(=O)c2ccccc2C1=O (stereo unspecified) | 95 | 119 | 109 | 104 | 136 | 116 | 71 | 101 | 103
C[N+]1(C)C2CC(OC(=O)[C@@H](CO)c3ccccc3)CC1C1OC12 (stereo partly specified) | 84 | 111 | 95 | 98 | 108 | 105 | 96 | 93 | 96
O=C(NO)c1ccc(O)cc1 | 88 | 111 | 97 | 97 | 115 | 123 | 106 | 96 | 104
CCCCCCCCCN1C(=O)/C(=c2\sc3n(c2=O)NC2C(N=3)N(CC)C(=O)N2CC)c2ccccc21 (stereo unspecified) | 48 | 102 | 93 | 99 | 85 | 97 | 59 | 85 | 88
C/C(=N\N)c1ccc(NC2=CC(=O)c3ccccc3C2=O)cc1 | 51 | 99 | 107 | 96 | 94 | 96 | 50 | 81 | 77
CCOC(=O)C1=C(C)NC(=O)NC1c1ccc(OCC(=O)N/N=C(/C)c2ccccc2)cc1 (stereo unspecified) | 89 | 110 | 103 | 102 | 104 | 109 | 88 | 101 | 91
CC/C(=N\N=C(/CC)c1ccc(Br)cc1)c1ccc(Br)cc1 | 93 | 116 | 99 | 99 | 103 | 94 | 94 | 96 | 105
O=C(N/N=C/c1cccnc1)C(=O)Nc1cccc(C(F)(F)F)c1 | 81 | 106 | 101 | 98 | 99 | 85 | 99 | 103 | 103
CCCCCN(CCCCC)C(=O)CCC | 99 | 117 | 103 | 101 | 109 | 109 | 99 | 97 | 100
NC(=O)c1cn2c3c(cccc3c1=O)C(=O)CC2 | 89 | 120 | x | 103 | 109 | 108 | 103 | 105 | 103
NS(=O)(=O)c1ccc(N2N=C(c3ccc(-c4ccccc4)cc3)CC2c2ccc(Cl)cc2)cc1 (stereo unspecified) | 72 | 97 | 94 | 96 | 84 | 88 | 43 | 67 | 76
COc1ccc([I+]c2ccccc2)cc1 | 55 | 96 | 59 | 70 | 56 | 75 | 56 | 99 | 61
Cc1ccc2nc(COc3ccc(C(=O)NNC(=O)Nc4ccc(Cl)c(C(F)(F)F)c4)cc3)[nH]c2c1 | 110 | 59 | -11* | 50 | 40 | 63 | 18 | 39 | -1.3*

Screening results (PubChem)
